Screening results (PubChem)
NCI-60 one-dose screen, 48 h, at 10 µM unless noted. Numbers give growth in % (100 = growth as untreated, 0 = no growth, -100 = all killed).
HCC-2998: HCC-2998 colon cancer; actives 4.7% (n = 79,000)
SF-268: SF-268 CNS cancer cells. actives 3.1% (n = 82,000)
SNB-75: SNB-75 CNS cancer; actives 5% (n = 79,000); AID 1794750
SF-295: SF-295 CNS cancer cells. actives 5.6% (n = 79,000)
SNB-19: SNB-19 CNS cancer cells. AID 1794751. actives 2.5% (n = 81,000)
KM12: KM12 colon cancer cells. actives 5% (n = 82,000). AID 1794800
SF-539: SF-539 CNS cancer; actives 6.8% (n = 81,000); AID 1794752
HT29: HT29 colon cancer; actives 7.4% (n = 81,000); AID 1794748
SW-620: SW-620 colon cancer; actives 5.2% (n = 82,000)
An asterisk follows results filed as active. The calls were made as follows: active = growth percent below 10; inactive = the rest. An excerpt; count on the stated rates, not on these rows.

Screening Nc1nc(N)c(N)c(N)n1 returned HCC-2998 111.0, SF-268 103.9, SNB-75 101.5, SF-295 111.4, SNB-19 102.0, KM12 114.9, SF-539 92.2, HT29 109.0 and SW-620 104.3.
CC(=O)[C@H]1CC[C@H]2[C@@H]3C[C@H](O)[C@@H]4C[C@H](O)CC[C@]4(C)[C@H]3CC[C@]12C was read as HCC-2998 99.4, SF-268 113.2, SNB-75 105.7, SF-295 94.7, SNB-19 102.8, KM12 104.8, SF-539 104.5, HT29 119.4 and SW-620 107.9.
`CCN(CC)CC#CCN(CC)CC` gave HCC-2998 106.9, SF-268 100.5, SNB-75 83.2, SF-295 107.2, KM12 102.7, SF-539 102.3, HT29 105.8 and SW-620 105.5.
c1ccc2c(c1)-c1ccccc1C1NC21 (centres undefined) was read as HCC-2998 109.5, SF-268 85.5, SNB-75 75.1, SF-295 92.1, SNB-19 89.3, KM12 97.7, SF-539 92.4, HT29 101.9 and SW-620 82.0.
For OCC(O)[C@H]1O[C@@H]2O[C@H](C(Cl)(Cl)Cl)O[C@@H]2[C@H]1O (some centres undefined) the results were HCC-2998 102.1, SF-268 111.4, SNB-75 102.2, SF-295 107.3, SNB-19 104.0, KM12 109.3, SF-539 111.0, HT29 91.8 and SW-620 114.6.
Screening COc1cc(C=C2c3ccccc3C(=O)c3ccccc32)ccc1OCCCCOc1cc2c(cc1OC)C(=O)N1CCCC1C=N2 (centres undefined) returned HCC-2998 -94.4*, SF-268 -59.9*, SNB-75 -90.9*, SF-295 -42.2*, SNB-19 -89.2*, KM12 -85.7*, SF-539 -70.9*, HT29 -64.6* and SW-620 -84.4*.
`CCOP(=O)(CC(F)(F)C(F)(F)F)OCC` gave HCC-2998 86.3, SF-268 80.4, SNB-75 79.4, SF-295 97.7, SNB-19 95.7, KM12 89.3, SF-539 -48.6*, HT29 -44.6* and SW-620 -8.3*.
For CN[C@@]1(c2ccccc2Cl)CCCC[C@H]1NCc1ccccc1 the results were HCC-2998 114.0, SF-268 95.8, SNB-75 81.3, SF-295 99.5, SNB-19 90.9, KM12 101.2, SF-539 99.7, HT29 86.8 and SW-620 88.5.
CC(C)c1ccc(OC(=O)N(C)C)cc1 was read as HCC-2998 110.1, SF-268 102.0, SNB-75 96.0, SF-295 104.3, SNB-19 105.3, KM12 100.7, SF-539 116.6, HT29 112.1 and SW-620 101.4.
For CCCCOCCOC(=O)CCN1CC1 the results were HCC-2998 104.0, SF-268 105.1, SNB-75 98.1, SF-295 98.6, SNB-19 110.4, KM12 105.7, SF-539 108.7, HT29 107.1 and SW-620 108.8.
`O=C(CCCN1CCC2(CC1)C(=O)NCN2c1ccc(F)cc1)c1ccc(F)cc1` gave HCC-2998 100.5, SF-268 111.9, SNB-75 92.4, SF-295 180.4, SNB-19 95.6, KM12 107.5, SF-539 93.2, HT29 110.5 and SW-620 106.3.
`CCOP(=O)(NC[C@H]1O[C@](O)(CO)[C@@H](O)[C@@H]1O)OCC` gave HCC-2998 103.0, SF-268 94.4, SNB-75 80.2, SF-295 103.8, SNB-19 97.0, KM12 99.3, SF-539 96.3, HT29 96.2 and SW-620 104.0.
For COC(=O)CCNCCCCCCN1CC1 the results were HCC-2998 111.0, SF-268 99.4, SNB-75 122.9, SF-295 97.7, SNB-19 107.0, KM12 104.7, SF-539 103.5, HT29 105.3 and SW-620 104.1.
For CNC(Cc1ccc(C)cc1)c1ccc(OC)cc1 (centres undefined) the results were HCC-2998 99.0, SF-268 101.5, SNB-75 99.9, SF-295 86.3, SNB-19 107.1, KM12 100.5, SF-539 94.4, HT29 86.7 and SW-620 101.8.
For N#Cc1ccccc1Cl the results were HCC-2998 101.2, SF-268 103.1, SNB-75 100.1, KM12 111.0, HT29 105.5 and SW-620 114.1.
For O=C(Nc1ccc([N+](=O)[O-])cc1)C(Cl)(Cl)Cl the results were SF-268 97.6, SNB-75 96.6, SF-295 96.9, SNB-19 94.7, KM12 97.1, SF-539 94.2, HT29 100.8 and SW-620 104.6.
For CN1CC2CC(C1)c1cccc(=O)n1C2 (centres undefined) the results were HCC-2998 105.5, SF-268 105.7, SNB-75 81.5, SF-295 105.3, SNB-19 106.1, KM12 101.7, SF-539 102.1, HT29 92.9 and SW-620 99.9.
Screening O=C(N/N=C\c1ccc(N(CCCl)CCCl)cc1)c1cccnc1 returned HCC-2998 89.1, SF-268 82.2, SNB-75 85.2, SF-295 73.6, SNB-19 98.6, KM12 103.8, SF-539 84.7, HT29 99.3 and SW-620 96.7.
`Cc1cc(C(C(N)=O)c2ccccc2)ccc1N(CCCl)CCCl` (centres undefined) gave HCC-2998 111.5, SF-268 100.6, SNB-75 108.0, SF-295 106.4, SNB-19 102.2, KM12 108.8, SF-539 107.7, HT29 104.5 and SW-620 110.8.
C[N+]1(C)CCCC1c1cccnc1 (centres undefined) was read as HCC-2998 91.2, SF-268 108.4, SNB-75 98.0, SF-295 100.4, SNB-19 104.8, KM12 102.7, SF-539 107.3, HT29 102.0 and SW-620 100.5.
`CC(C)OP(=S)(OC(C)C)SC(=O)N(C)C` gave HCC-2998 112.2, SF-268 112.0, SNB-75 100.6, SF-295 114.1, SNB-19 100.6, KM12 112.8, SF-539 98.2, HT29 109.3 and SW-620 108.0.
`CCC(N)C(O)c1ccccc1` (centres undefined) gave HCC-2998 102.9, SF-268 104.2, SNB-75 113.9, SF-295 105.8, SNB-19 104.0, KM12 111.1, SF-539 110.6, HT29 100.9 and SW-620 102.1.
Screening O=[N+]([O-])c1ccc(-c2ccccc2)c([As](=O)(O)O)c1 returned HCC-2998 94.2, SF-268 58.2, SNB-75 79.3, SNB-19 68.8, KM12 101.6, SF-539 82.7, HT29 87.1 and SW-620 54.3.
Screening O=[N+]([O-])/C=C\c1ccc(Cl)c(Cl)c1 returned HCC-2998 64.1, SF-268 69.2, SNB-75 42.0, SF-295 98.8, SNB-19 61.5, KM12 43.6, SF-539 65.2, HT29 -40.4* and SW-620 -6.8*.
For Cc1c(C(=O)O)nnn1C1CC2CCC1C2 (centres undefined) the results were HCC-2998 104.9, SF-268 98.0, SNB-75 87.4, SF-295 95.8, SNB-19 100.0, KM12 100.6, SF-539 102.8, HT29 100.6 and SW-620 97.3.
Screening CC(C)c1c(CN(C)C(C)Cc2ccccc2)n(C)n(-c2ccccc2)c1=O (centres undefined) returned HCC-2998 76.5, SF-268 81.1, SNB-75 78.4, SF-295 55.0, SNB-19 76.5, KM12 64.8, SF-539 115.5 and SW-620 86.0.
`CNC(=O)Oc1ccc(C(C)=O)cc1` gave HCC-2998 100.1, SF-268 106.4, SNB-75 82.3, SF-295 123.1, SNB-19 100.3, KM12 106.7, SF-539 99.5, HT29 91.2 and SW-620 107.9.
[N-]=[N+]=NS(=O)(=O)c1ccccc1[N+](=O)[O-] was read as HCC-2998 106.5, SF-268 106.2, SNB-75 97.9, SF-295 99.0, SNB-19 109.3, KM12 104.2, SF-539 104.3, HT29 106.8 and SW-620 110.3.
Screening O=[N+]([O-])c1ccc(N(CCO)CCO)c2c1no[n+]2[O-] returned HCC-2998 -46.9*, SF-268 -17.6*, SNB-75 -39.3*, SF-295 -23.2*, SNB-19 -17.9*, KM12 -40.1*, SF-539 -59.8*, HT29 -78.6* and SW-620 0.8*.
Screening CCCCCCCCCCCCCCCC[As](CCCCCCCCCCCCCCCC)SCC1OC(OC(C)=O)C(OC(C)=O)C(OC(C)=O)C1OC(C)=O (centres undefined) returned HCC-2998 91.9, SF-268 99.4, SNB-75 99.3, SNB-19 107.5, KM12 112.0, SF-539 90.7 and SW-620 53.1.
`NP(=O)(Oc1ccccc1)Oc1ccccc1` gave HCC-2998 107.9, SF-268 96.3, SNB-75 87.1, SF-295 101.0, SNB-19 103.9, KM12 112.7, SF-539 110.6, HT29 97.8 and SW-620 111.2.
For N#CSCC1CC(O)(c2cn(C(=O)c3ccc(Cl)cc3)c3ccccc23)C(=O)O1 (centres undefined) the results were HCC-2998 106.8, SF-268 127.5, SNB-75 81.4, SF-295 93.5, KM12 119.3, SF-539 98.5, HT29 99.3 and SW-620 112.5.
Screening CC1CC2(CO)C(CCC3C4CCC(O)C4(C)CCC32)CC1=O (centres undefined) returned HCC-2998 103.1, SF-268 95.5, SNB-75 98.1, SF-295 92.6, SNB-19 104.3, KM12 100.1, SF-539 96.2, HT29 101.7 and SW-620 100.6.
CCOC(=O)c1ccc(CCl)o1 was read as HCC-2998 109.6, SF-268 101.2, SNB-75 100.3, SF-295 94.1, SNB-19 102.7, KM12 101.8, SF-539 106.1, HT29 110.7 and SW-620 102.5.
Screening CNC(=O)Oc1c(Cl)cc([N+](=O)[O-])cc1[N+](=O)[O-] returned HCC-2998 103.0, SF-268 95.3, SNB-75 83.3, SF-295 112.6, SNB-19 106.1, KM12 130.6, SF-539 97.8, HT29 99.1 and SW-620 108.6.
For CCCn1cc2c3c(cccc31)[C@H]1C[C@@H](C)CN(C)[C@@H]1C2 the results were HCC-2998 95.7, SF-268 94.8, SNB-75 58.2, SNB-19 91.2, KM12 97.6, SF-539 85.1, HT29 45.0 and SW-620 90.1.
For CCCCCC(O)C1C(=O)OC(C)C(O)/C=C/C=C/C=C/C=C/C=C(\C)C(O)C(O)C(O)CC(O)CC(O)CC(O)CC(O)CC1O (centres undefined) the results were HCC-2998 104.6, SF-268 101.7, SNB-75 86.5, SF-295 124.2, SNB-19 107.2, KM12 104.8, SF-539 108.8, HT29 101.9 and SW-620 104.9.
Cc1c([C@H](C)[C@@H]2NC[C@@H](C)C[C@H]2O)ccc2c1C[C@H]1[C@H]2CC=C2C[C@@H](O)CC[C@@]21C was read as HCC-2998 83.5, SF-268 90.7, SNB-75 98.7, SF-295 77.9, SNB-19 97.5, KM12 88.2, SF-539 78.9, HT29 80.3 and SW-620 95.4.
Screening Cc1cc(C)c(CCl)cc1CCl returned HCC-2998 113.1, SF-268 122.5, SNB-75 84.0, SF-295 101.7, SNB-19 98.3, KM12 115.3, SF-539 88.9, HT29 106.4 and SW-620 106.5.
Screening S=P(N1CCCCCC1)(N1CC1)N1CC1 returned HCC-2998 93.8, SF-268 96.8, SNB-75 98.7, SF-295 117.2, SNB-19 101.4, KM12 104.6, SF-539 102.3, HT29 101.0 and SW-620 108.2.
Screening CCCN(N=O)C(=O)OCC returned HCC-2998 122.7, SF-268 112.0, SNB-75 88.3, SF-295 98.3, SNB-19 109.1, KM12 116.7, SF-539 101.0, HT29 98.3 and SW-620 106.9.

At a glance, part of the list above.
`CC(C)OP(=S)(OC(C)C)SC(=O)N(C)C` gave HCC-2998 112.2, SF-268 112.0, SNB-75 100.6, SF-295 114.1, SNB-19 100.6, KM12 112.8, SF-539 98.2, HT29 109.3 and SW-620 108.0.
`CCC(N)C(O)c1ccccc1` (centres undefined) gave HCC-2998 102.9, SF-268 104.2, SNB-75 113.9, SF-295 105.8, SNB-19 104.0, KM12 111.1, SF-539 110.6, HT29 100.9 and SW-620 102.1.
Screening O=[N+]([O-])c1ccc(-c2ccccc2)c([As](=O)(O)O)c1 returned HCC-2998 94.2, SF-268 58.2, SNB-75 79.3, SNB-19 68.8, KM12 101.6, SF-539 82.7, HT29 87.1 and SW-620 54.3.
Screening O=[N+]([O-])/C=C\c1ccc(Cl)c(Cl)c1 returned HCC-2998 64.1, SF-268 69.2, SNB-75 42.0, SF-295 98.8, SNB-19 61.5, KM12 43.6, SF-539 65.2, HT29 -40.4* and SW-620 -6.8*.
For Cc1c(C(=O)O)nnn1C1CC2CCC1C2 (centres undefined) the results were HCC-2998 104.9, SF-268 98.0, SNB-75 87.4, SF-295 95.8, SNB-19 100.0, KM12 100.6, SF-539 102.8, HT29 100.6 and SW-620 97.3.
Screening CC(C)c1c(CN(C)C(C)Cc2ccccc2)n(C)n(-c2ccccc2)c1=O (centres undefined) returned HCC-2998 76.5, SF-268 81.1, SNB-75 78.4, SF-295 55.0, SNB-19 76.5, KM12 64.8, SF-539 115.5 and SW-620 86.0.
`CNC(=O)Oc1ccc(C(C)=O)cc1` gave HCC-2998 100.1, SF-268 106.4, SNB-75 82.3, SF-295 123.1, SNB-19 100.3, KM12 106.7, SF-539 99.5, HT29 91.2 and SW-620 107.9.
[N-]=[N+]=NS(=O)(=O)c1ccccc1[N+](=O)[O-] was read as HCC-2998 106.5, SF-268 106.2, SNB-75 97.9, SF-295 99.0, SNB-19 109.3, KM12 104.2, SF-539 104.3, HT29 106.8 and SW-620 110.3.
